Screens deposited in PubChem by several laboratories.
BaF3 parental: parental Ba/F3 viability inhibition as JAK2V617F counter-screen; actives 1.1% (n = 220,000); CellTiter-Glo ATP luminescence; inhibition, % at 5.6 µM;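 active = inhibition above a per-campaign cutoff, the mean inhibition of all tested compounds plus 3 SD, cut at about 27% in these data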;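 also: 0% = DMSO wells and 100% = JAK Inhibitor I control wells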
PPC-1+TRAIL kill: compounds killing PPC-1 cancer cells with TRAIL present (potentiator screen, no TRAIL-free arm). PPC-1 cells + TRAIL, ATPLite viability luminescence. cell killing (% activity), % at 4 µM. actives 0.41% (n = 220,000);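 active = cell killing above 50% in the first pass at 4 µM, then a duplicate retest at 5 µM averaging 50% or more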;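 also: plate controls were cells with TRAIL plus DMSO for no effect and medium-only wells lacking cells for full effect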
CHOP inh: inhibitors of CHOP induction in ER stress response. inhibition, % at 10 µM. actives 3.8% (n = 220,000). CHO-K1 CHOP-promoter luciferase, tunicamycin-induced, 15-18 h;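 active = compounds that reduced the stress-induced luciferase reporter signal by more than about 70% of percent inhibition, limit read from the data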;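 also: 0% = tunicamycin plus vehicle and 100% = wells without tunicamycin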
Wee1 stabilizer: human Wee1 degradation inhibition, primary screen | P30291 | actives 1.2% (n = 220,000) | reporter increase, % at 5 µM | HeLa Luc-Wee1K328M stability, luciferase luminescence; 100% = proteasome inhibitor MG132 effect;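 active = activation above the mean of all tested compounds plus 3 SD, set per screening run, cut at about 8.8% in these data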;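 also: cells exposed to compound for 20 h before luminescence read; 0% = DMSO alone and 100% = MG132 at 30 µM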
zfTRPN1 agonist: agonists of zebrafish TRPN1 channel | HEK293 zebrafish TRPN1-YFP, Fluo-8 calcium fluorescence; 100% = response to 87 µM carbachol | AID 1424 | actives 0.18% (n = 220,000) | activation, % at 3 µM;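 active = activation above its plate's cutoff, the mean activation of test wells on that plate plus 3 SD, cut at about 19% in these data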;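 also: 0% = DMSO alone and 100% = 87 µM carbachol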
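Material – zebrafish TRPN1-YFP in HEK293 cells · Doses – 3 µM single point · Schedule – dye 1 h 37 °C plus 30 min RT · Signal – Fluo-8 calcium fluorescence, excitation 470-495 nm, emission 515-575 nm · Read-out – % activation versus carbachol response · Control set – carbachol high, DMSO low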
TRPML3 ag: activates the human TRPML3 channel; Q8TDD5; HEK293 TRPML3-YFP, Fluo-8 calcium fluorescence; 100% = the carbachol control signal; activation, % at 3 µM; actives 0.29% (n = 220,000); AID 1448;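 active = activation above its plate's cutoff, the mean activation of the plate's test wells plus 3 SD, cut at about 12% in these data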;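 also: 0% = DMSO only wells and 100% = carbachol wells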
Target sequence (Q8TDD5 whole entry, looked up): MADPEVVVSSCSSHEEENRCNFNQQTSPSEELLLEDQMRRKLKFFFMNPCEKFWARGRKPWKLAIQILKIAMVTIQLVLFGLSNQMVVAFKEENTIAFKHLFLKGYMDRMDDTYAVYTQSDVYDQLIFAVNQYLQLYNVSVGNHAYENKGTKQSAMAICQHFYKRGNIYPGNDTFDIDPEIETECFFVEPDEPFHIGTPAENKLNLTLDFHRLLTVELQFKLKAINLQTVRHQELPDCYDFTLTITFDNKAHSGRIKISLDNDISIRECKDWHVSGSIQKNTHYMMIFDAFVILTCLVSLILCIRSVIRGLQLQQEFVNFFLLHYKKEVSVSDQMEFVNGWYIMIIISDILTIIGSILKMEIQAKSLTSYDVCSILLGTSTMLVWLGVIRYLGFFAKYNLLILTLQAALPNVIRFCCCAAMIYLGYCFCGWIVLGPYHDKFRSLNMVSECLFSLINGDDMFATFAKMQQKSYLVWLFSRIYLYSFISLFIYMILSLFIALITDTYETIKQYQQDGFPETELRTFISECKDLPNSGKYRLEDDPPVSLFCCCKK
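system = HEK293 cells stably carrying human TRPML3-YFP | doses = one concentration, 3 µM nominal, 0.3% DMSO | timing = dye loading 1 h 37 °C then 30 min ambient, 125 s read | detection = Fluo-8 calcium dye fluorescence, ex 470-495, em 515-575 nm | benchmarks = high control carbachol 87 µM, low control DMSO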
RBBP9 inhibitor: human RBBP9 hydrolase inhibition | recombinant RBBP9, FP-Rh probe fluorescence polarization | inhibition, % at 7.94 µM | actives 0.2% (n = 220,000) | AID 1515;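 active = inhibition above the campaign mean of all tested compounds plus 3 SD, cut at about 14% in these data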;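 also: plate controls were DMSO wells with RBBP9 for no effect and wells lacking RBBP9 protein for full effect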
Target sequence (O75884 whole entry, looked up): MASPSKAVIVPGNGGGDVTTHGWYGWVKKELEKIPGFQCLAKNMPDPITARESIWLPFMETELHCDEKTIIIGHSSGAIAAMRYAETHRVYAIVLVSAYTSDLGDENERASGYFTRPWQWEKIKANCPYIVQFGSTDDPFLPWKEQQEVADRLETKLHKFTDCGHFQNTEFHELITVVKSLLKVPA
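Test system – recombinant human RBBP9 · Input – RBBP9 2.5 µM in dispensing solution, pre-mixing · Medium – Tris buffer pH 8.0, NaCl, Pluronic · Schedule – preincubation 30 min plus labeling 45 min at 25 °C · Measured by – fluorescence polarization · Measure – % inhibition · Controls – DMSO and no-protein wells · Replicates – one well per compound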
TNF death inh: inhibitors of TNF-alpha induced necroptosis in Jurkat FADD-/- cells; Jurkat FADD-/- TNF necroptosis rescue, ATP luminescence, 24 h; 0 = TNF only, 100 = no-TNF cells; activation (protection from cell death), % at 10 µM; actives 0.068% (n = 220,000); AID 463075;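 active = activation, meaning protection from cell death, of at least 50% relative to plate controls; inactive = activation below 50%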;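 also: necroptosis triggered by 40 ng/mL TNF-alpha added together with compound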
Ba/F3 V617F tox: reduce viability of Ba/F3 cells dependent on JAK2V617F | Ba/F3 EpoR-JAK2V617F viability, ATP luminescence | inhibition, % at 5.6 µM | actives 1.1% (n = 220,000);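 active = inhibition above the campaign mean plus 3 SD over all tested compounds, cut at about 24% in these data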;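 also: cytokine-independent growth of Ba/F3 cells driven by EpoR plus mutant JAK2; 0% = DMSO-treated cells and 100% = JAK inhibitor I control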
The depositor's hits bear a star; · = not tested or not shown. Random draw from the library; about 6.8% have a hit in one of these screens.

Molecule	BaF3 parental	PPC-1+TRAIL kill	CHOP inh	Wee1 stabilizer	zfTRPN1 agonist	TRPML3 ag	RBBP9 inhibitor	TNF death inh	Ba/F3 V617F tox
CC1=CCC(C(=O)O)(C(=O)N/N=C/c2cccs2)C(c2ccc(F)cc2)C1 (configuration not stated)	2	14	-47	-2	-1.8	0.3	1	-0.4	-3
Cc1cc(C)cc(NC(=O)c2nnn(Cc3cc(C)ccc3C)c2N)c1	22	16	93*	5	16	11	-11	1.0	7
COc1ccc(C2CC(c3cccs3)=NN2S(C)(=O)=O)cc1 (configuration not stated)	-2	8	6	2	0.8	0.9	7	-0.5	-3
CCOC(=O)/C=C1\SCC(=O)N1CC(=O)NC(C)c1ccccc1 (configuration not stated)	11	26	19	1	0.3	0.1	-7	0.2	2
Cn1nc(C(C)(C)C)cc1NC(=O)Nc1ccc(Cl)cc1	1	4	30	0	0.9	1.5	-6	6.5	-4
COc1ccc(/C=C/C(=O)c2c(C)nc3ccccn23)cc1	1	6	-54	0	0.7	0.7	-9	-8.1	-4
O=C(NCc1ccc2c(c1)OCO2)c1sccc1Br	1	3	8	0	-0.3	-0.3	-4	11	-1
COc1ccccc1NS(=O)(=O)c1ccc2oc(SC3CCOC3=O)nc2c1 (configuration not stated)	1	3	42	-5	1.8	2.2	-3	0.4	-2
CC12CCC(C/C1=N\OC(=O)c1ccc(F)cc1)C2(C)C (configuration not stated)	-1	21	21	0	-1.6	-0.4	3	1.5	-4
COC(=O)c1scc(C)c1NC(=O)/C=C/C(=O)O	0	13	11	3	-0.3	1.0	-48	-9.3	0
CC1(C)Cc2c(ccc3ccccc23)C(c2cc3ccccc3oc2=O)=N1	5	13	44	1	-1.7	0.3	-5	-1.6	5
Cc1cc(C)nc(Nc2n[nH]c(-c3ccccc3Cl)n2)n1	6	26	-17	2	0.1	0.2	-6	0.0	9
Cc1ccc(C)c2nc(Cl)c(C3NC(=O)c4ccccc4N3)cc12 (configuration not stated)	13	13	24	-1	0.1	0.8	3	-2.6	2
CCOC(=O)C1(Cc2cccc(OC)c2)CCN(Cc2ccc3c(c2)OCCO3)CC1	6	11	25	-1	-0.1	0.9	-5	1.6	2
COc1ccc(N2CCN(c3nc(Cl)nc(N4CCOCC4)n3)CC2)cc1	3	-12	4	-2	-0.3	-0.1	-13	-1.3	-3
Fc1ccc(NC(=S)NC2CC3CCC(C2)N3Cc2ccco2)cc1 (configuration not stated)	-2	15	6	-4	0.6	0.1	-1	-0.3	-3
CN(C)/C=N/c1nccc(-c2cccs2)n1	4	22	10	0	0.8	0.7	4	-7.2	1
Cc1cccc(S(=O)(=O)NNC(=O)c2cc(-c3ccc(F)cc3)nc3ccccc23)c1	2	16	-8	4	-1.4	-0.1	-11	-1.0	2
CC(C)(C)c1csc(NC(=O)c2ccc3nccnc3c2)n1	5	15	5	0	0.7	-0.4	-6	-0.4	-3
COc1cccc(NC(=O)CSc2nnc(C)s2)c1	4	-2	-4	-1	1.0	0.5	-1	-1.2	-2
O=C(CCN1C(=O)C2C3CCC(C3)C2C1=O)Nc1ccccc1C(F)(F)F (configuration not stated)	3	-1	-8	4	0.4	0.1	2	1.3	0
Cc1noc(C)c1S(=O)(=O)N(CC(=O)N1CCc2ccccc21)c1ccc(C(C)C)cc1	5	-27	35	2	0.9	-0.5	-13	0.4	2
CC(=O)Nc1ccc(NC(=O)c2oc3cc(C)c(C)cc3c2C)cc1	3	5	22	-2	-0.9	-0.5	-4	2.9	-3
Cc1noc(C)c1S(=O)(=O)N1CCC(C(=O)N2CCN(c3ccc(F)cc3)CC2)CC1	4	13	9	0	0.4	0.5	0	0.1	-1
Cc1ccc2c(c1)c1c(n2CC(O)CNC(C)(C)C)CCCC1 (configuration not stated)	8	9	68	-1	1.1	0.8	2	-1.1	3

An excerpt from above, showing only CHOP inh, Wee1 stabilizer and PPC-1+TRAIL kill:
smiles	CHOP inh	Wee1 stabilizer	PPC-1+TRAIL kill
COC(=O)c1scc(C)c1NC(=O)/C=C/C(=O)O	11	3	13
CCOC(=O)/C=C1\SCC(=O)N1CC(=O)NC(C)c1ccccc1 (configuration not stated)	19	1	26

(next part)
Molecule	BaF3 parental	PPC-1+TRAIL kill	CHOP inh	Wee1 stabilizer	zfTRPN1 agonist	TRPML3 ag	RBBP9 inhibitor	TNF death inh	Ba/F3 V617F tox
CC(C)(C)NC(=O)NC(=O)COC(=O)CNC(=O)c1cc(Cl)cc([N+](=O)[O-])c1	2	0	-29	0	-0.5	0.5	-7	0.9	-5
CCO/C=C1\N=C(c2ccc(F)cc2)OC1=O	8	3	8	3	1.1	0.7	-5	1.2	2
Cc1ccc(Nc2cc(C)nc3c(C)ccc([N+](=O)[O-])c23)cc1	9	3	71*	-1	-2.2	-0.6	-8	0.5	5
CC1Cc2ccccc2N1S(=O)(=O)c1cccc(C(=O)N2CC(=O)Nc3ccccc32)c1 (configuration not stated)	3	13	36	0	1.6	-0.7	-9	-1.0	1
CCn1c(-c2ccc(C)cc2)n[nH]c1=S	2	-3	32	-2	0.4	0.2	3	-0.6	-4
Cc1ccc(CSCC(=O)NCCCN2CCOCC2)cc1	3	-3	11	-1	-0.9	0.1	-8	0.6	0
CCN(CCn1cccn1)Cc1nc(-c2ccc(OC)cc2)no1	2	6	-13	5	0.0	0.9	-14	1.9	5
Cc1ccc(SC(C)C(=O)Nc2cccc(N(C)S(C)(=O)=O)c2)cc1 (configuration not stated)	1	28	9	-2	-0.8	-0.1	2	-0.9	-4
Clc1ccc(-n2nnnc2CN2CCOCC2)cc1	2	23	4	2	0.1	1.2	1	-2.3	1
O=C(Nc1ccccc1)OCc1cc(-c2ccc(Cl)cc2)on1	9	20	-15	0	-0.8	-0.2	5	0.6	1
CCCCc1ccc(S(=O)(=O)NCCc2ccncc2)cc1	7	34	53	-1	2.1	1.4	-5	-4.6	1
O=C(O)C(Cc1ccccc1)n1c(=S)[nH]c2ccccc2c1=O (configuration not stated)	5	-1	-1	-1	1.6	1.3	-6	1.0	3
O=S(=O)(NCc1ccc2c(c1)OCO2)c1cccc2cccnc12	6	22	4	3	-1.7	1.3	-9	-2.0	0
CC(OC(=O)c1ccc(O)cc1)C(=O)Nc1cc(C(F)(F)F)ccc1Cl (configuration not stated)	0	10	21	-1	-0.1	0.3	-7	-0.7	1
O=[N+]([O-])c1cccc(C(=Nc2cccc(Cl)c2)NO)c1	12	-7	52	-1	-1.0	-0.5	-8	-9.5	3
Cc1ccc(-n2c(CNc3cccc(Cl)c3)n[nH]c2=S)cc1	6	21	3	3	0.2	-0.2	-2	-1.1	0
CN1CCCN(Cc2ccc(Cl)cc2Cl)CC1	3	-4	19	-1	1.1	1.3	-5	2.2	2
COc1ccccc1CNC(=S)Nc1cc(C)ccc1C	4	3	8	-2	-2.9	-0.8	3	-13	-2
CC(=O)Nc1cc(C(=O)NCc2ccco2)ccc1Sc1ccc(Cl)cc1	2	11	30	-1	1.0	-0.4	6	4.3	-1
CC1Cc2ccccc2N1C(=O)CSc1nnc2n1C(C)(C)Cc1ccccc1-2 (configuration not stated)	8	9	35	-3	0.3	-1.0	-12	-3.3	6
CCOc1ccc(N2C(=O)C(c3ccccc3)=C(c3nc4ccccc4s3)C2NC(C)=O)cc1 (configuration not stated)	4	4	-2	3	0.4	0.3	-4	-4.4	1
Cc1nnc(SCc2ccccc2CSc2nnc(C)s2)s1	11	18	-6	-3	-0.2	0.3	-3	0.4	6
COc1ccc(/C=N/NC(=O)c2ccccc2O)cc1COc1ccccn1	2	-2	-30	-1	0.8	0.6	-7	0.3	-2
O=C(c1ccccc1)N1CCc2ccccc21	4	6	32	0	-1.0	-0.5	-2	-5.5	6
Cc1cccc(-n2ccnc2SCC(=O)Nc2nccs2)c1	-1	12	6	2	-0.7	-1.0	-5	-1.1	-2

(listing goes on)
Molecule	BaF3 parental	PPC-1+TRAIL kill	CHOP inh	Wee1 stabilizer	zfTRPN1 agonist	TRPML3 ag	RBBP9 inhibitor	TNF death inh	Ba/F3 V617F tox
Cc1nnc(NC(=O)CCSCCC(=O)Nc2nnc(C)s2)s1	0	2	22	-1	-0.1	0.7	12	2.0	-2
COc1nc(-c2cnccn2)sc1C	-3	3	4	-2	0.6	0.4	0	0.5	1
CC(=O)Nc1ccc2oc(C)nc2c1	4	0	-11	1	-1.3	0.7	-3	-0.3	1
COc1ccc([N+](=O)[O-])cc1NC(=O)CCN1CCN(c2ccccc2)CC1	7	-13	8	-2	-1.1	0.3	10	0.1	2
CC(C)(C)c1ccc(OCC(=O)NNC(=S)NC(=O)c2ccccc2[N+](=O)[O-])c(Br)c1	7	15	25	-3	-1.1	-0.2	-9	2.2	3
CCCCCCC(=O)Nc1nnc(CC)s1	5	18	14	0	-1.3	-0.9	-7	3.2	-1
CCOc1cc(NC(=O)c2cccs2)c(OCC)cc1NC(=O)c1ccccn1	5	·	-21	5	0.2	0.6	-8	0.5	1
